High-throughput results (PubChem BioAssay)
HER2 expr 66K = lowers expression of human Her2 kinase; 65,000 compounds, 0.69% hits; SKBR-3 HER2 protein level, AlphaScreen, 18-24 h; stronger effect = lower value; HER2 level % of control, % at 10 µM; AID 645;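 active means HER2 level under 5% of the carrier-only control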;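 further: 100% = DMSO carrier and 0% = 500 nM PU-H71 HSP90 inhibitor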
Target sequence (P04626 whole entry, looked up): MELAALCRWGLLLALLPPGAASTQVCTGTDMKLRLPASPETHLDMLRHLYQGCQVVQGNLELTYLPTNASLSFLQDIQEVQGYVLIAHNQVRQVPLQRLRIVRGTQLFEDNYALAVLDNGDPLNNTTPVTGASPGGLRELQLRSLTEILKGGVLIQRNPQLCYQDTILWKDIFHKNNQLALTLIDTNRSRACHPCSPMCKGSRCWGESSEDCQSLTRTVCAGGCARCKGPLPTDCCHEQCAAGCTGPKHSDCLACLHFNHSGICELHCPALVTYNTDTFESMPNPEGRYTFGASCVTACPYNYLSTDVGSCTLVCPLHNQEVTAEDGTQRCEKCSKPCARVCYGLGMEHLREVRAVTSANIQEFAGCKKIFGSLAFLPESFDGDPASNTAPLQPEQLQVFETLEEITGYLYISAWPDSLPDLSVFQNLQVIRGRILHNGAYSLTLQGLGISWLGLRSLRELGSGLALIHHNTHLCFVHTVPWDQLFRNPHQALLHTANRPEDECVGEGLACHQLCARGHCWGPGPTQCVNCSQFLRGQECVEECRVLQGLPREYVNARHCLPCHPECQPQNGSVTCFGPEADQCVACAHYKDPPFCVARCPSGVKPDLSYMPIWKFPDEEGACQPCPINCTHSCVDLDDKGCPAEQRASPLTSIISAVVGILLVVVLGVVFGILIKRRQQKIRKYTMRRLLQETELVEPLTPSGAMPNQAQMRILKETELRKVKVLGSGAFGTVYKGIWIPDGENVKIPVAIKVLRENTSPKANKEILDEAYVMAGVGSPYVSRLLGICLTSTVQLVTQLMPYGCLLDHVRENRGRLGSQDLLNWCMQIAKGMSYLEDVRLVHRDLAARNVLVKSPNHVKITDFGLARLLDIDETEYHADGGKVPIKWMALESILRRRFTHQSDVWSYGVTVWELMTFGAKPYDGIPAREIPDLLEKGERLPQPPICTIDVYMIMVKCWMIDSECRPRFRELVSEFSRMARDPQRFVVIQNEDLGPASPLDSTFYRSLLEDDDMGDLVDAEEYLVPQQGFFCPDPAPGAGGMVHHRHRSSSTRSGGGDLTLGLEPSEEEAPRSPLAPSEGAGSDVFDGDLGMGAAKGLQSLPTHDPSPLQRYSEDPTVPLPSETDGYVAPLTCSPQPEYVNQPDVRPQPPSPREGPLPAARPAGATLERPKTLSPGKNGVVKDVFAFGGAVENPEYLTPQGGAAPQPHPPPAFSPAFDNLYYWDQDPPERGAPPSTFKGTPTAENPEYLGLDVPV
HTR1E antagonist = 5-HT1E (human) receptor antagonism | CHO 5-HT1E Ga15 NFAT-bla reporter, FRET, antagonist | P28566 | inhibition, % at 6 µM | AID 571 | 65,000 compounds, 0.99% hits;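 active means inhibition above a set limit, the mean inhibition across every tested compound plus 3 SD, cut at about 29% in these data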;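 further: signal is the 460 over 535 nm emission ratio of beta-lactamase substrate; 0% = agonist plus DMSO wells and 100% = wells without agonist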
M1 antagonist = antagonists of rat M1 muscarinic receptor. CHO-M1 cells, Fluo-4 calcium, ACh EC80 antagonist mode; stronger effect = lower value. B-score at 10 µM. P08482. 64,000 compounds, 3.4% hits;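 active means calcium fluorescence response, raw or row-and-column corrected B-score, differing from the plate sample mean either way at a set confidence level, mostly lower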
S1P3 ag = S1P3 (human) receptor agonism; S1P3 NFAT-BLA reporter cells, FRET ratio; relative to 1 µM S1P, basal subtracted; activation, % at 4.5 µM; 60,000 compounds, 0.1% hits; AID 373;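 active means activation above the screen-wide mean plus 3 SD, cut at about 4.5% in these data, passing the limit was not always enough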; further: some compounds called inactive have numbers as strong as hits
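Benchmarks: high control 1 µM S1P / System: stable CHO line with human S1P3, Gα16, NFAT-BLA reporter / Dosing: single compound concentration, 4.5 µM final / Timing: 4 h compound at 37 °C, 2 h substrate at RT / Measured by: FRET β-lactamase substrate fluorescence, excitation 405 nm, 460/535 nm emission ratio, background-subtracted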
Jurkat tox 60K = reduces viability or proliferation of Jurkat cells. 56,000 compounds, 1.2% hits. AID 463. inhibition, % at 4 µM. Jurkat E6.1 viability, ATP luminescence, 48 h;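 active means inhibition above the mean inhibition of all tested compounds plus 3 SD, cut at about 28% in these data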
S1P1 ag pot = activates or potentiates agonism at human S1P1 receptor; P21453; S1P1 CRE-bla cells, forskolin, beta-lactamase FRET, potentiator mode; S1P1 agonist co-added at EC20, 2 nM; 100% = saturating reference agonist, 0% = basal; activation, % at 9.5 µM; 56,000 compounds, 0.57% hits; AID 449;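 active means activation above a cutoff set at the mean activation of all tested compounds plus 3 SD, cut at about 54% in these data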;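 further: forskolin at 4 µM as EC80 and the EC20 agonist is SEW2871; 100% = SEW2871 at its EC100 plus forskolin at EC80; some compounds past the cut are filed as inactive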
HTR1E agonist = 5-HT1E (human) receptor agonism. P28566. CHO 5-HT1E Ga15 NFAT-bla reporter, FRET; 0% DMSO wells, 100% control agonist wells. activation, % at 6 µM. 65,000 compounds, 0.69% hits;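 active means activation above a set limit, the screen-wide mean activation plus 3 SD, cut at about 8.5% in these data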;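 further: 100% = positive control agonist at 1 µM giving full maximal response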
HEK293 NFkB inh = inhibitors of the PMA/ionomycin-induced NF-kB reporter in HEK293 cells; HEK-293 NF-kB luciferase reporter, luminescence; inhibition, % at 3 µM; 62,000 compounds, 0.21% hits; AID 465;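 active means inhibition above the mean of all tested compounds plus 3 SD, cut at about 40% in these data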;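 further: 0% = stimulated DMSO wells and 100% = 10 µM reference inhibitor 5653914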
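Material: HEK-293 cells with stable firefly luciferase reporter driven by four HIV NF-kB elements / Also added: PMA plus ionomycin mix as NF-kB-activating stimulus / Compound dosing: 3 µM once, 0.30% DMSO / Times: 1 h pretreatment, 16 h stimulation, 37 °C / Signal: luminescence / Evaluation: per-plate % inhibition versus controls / Benchmarks: DMSO and 10 µM reference inhibitor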
M1 agonist = agonists of M1 muscarinic receptor; B-score at 10 µM; 64,000 compounds, 3% hits; CHO-M1 cells, Fluo-4 calcium fluorescence, agonist mode; stronger effect = higher value;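 active means fluorescence rise, raw or as B-score row- and column-corrected plate score, outside the 99.7% band of its plate's samples, either direction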
Starred values were filed as active, the others as inactive; . = not tested or not shown. Compounds as they come; 9.2% or so of the library scored in one or more.

1) O=C(O)CCCC(=O)Nc1ccccc1-n1ccnc1
2) CSc1ccc(S(=O)(=O)Nc2ccc3c(c2)OCCO3)cc1
3) CC(SCC(=O)Nc1ccc(S(=O)(=O)N2CCCCC2)cc1)C(=O)O (centres undefined)
4) Cc1ccc(C(=O)OCC(=O)Nc2ccc3c(c2)OCO3)o1
5) CCOC(=O)c1ccc(NC(=O)CCNS(=O)(=O)c2ccc3c(c2)oc(=O)n3C)cc1

Compound,1,2,3,4,5
HER2 expr 66K,107,86,113,109,83
HTR1E antagonist,0,9,2,0,6
M1 antagonist,0.59,-0.34,-0.026,-0.44,-0.059
S1P3 ag,-0.2,-0.3,1.1,.,-0.7
Jurkat tox 60K,6,8,2,.,1
S1P1 ag pot,-4,69,13,.,10
HTR1E agonist,-0.8,1.3,-0.1,0.5,1.2
HEK293 NFkB inh,-1,16,7,10,13
M1 agonist,0.11,2.5,0.8,0.29,-0.0019

Some of the entries so far, with values under each structure:
Fields: HER2 expr 66K	HTR1E antagonist	M1 antagonist	S1P3 ag	Jurkat tox 60K	S1P1 ag pot	HTR1E agonist	HEK293 NFkB inh	M1 agonist
2	CSc1ccc(S(=O)(=O)Nc2ccc3c(c2)OCCO3)cc1
→ 86	9	-0.34	-0.3	8	69	1.3	16	2.5
3	CC(SCC(=O)Nc1ccc(S(=O)(=O)N2CCCCC2)cc1)C(=O)O (centres undefined)
→ 113	2	-0.026	1.1	2	13	-0.1	7	0.8

Results in S1P3 ag and HER2 expr 66K, for some of the entries so far:
| No. | SMILES | S1P3 ag | HER2 expr 66K |
| --- | --- | --- | --- |
| 2 | CSc1ccc(S(=O)(=O)Nc2ccc3c(c2)OCCO3)cc1 | -0.3 | 86 |
| 5 | CCOC(=O)c1ccc(NC(=O)CCNS(=O)(=O)c2ccc3c(c2)oc(=O)n3C)cc1 | -0.7 | 83 |

Carrying on.
6) CC1=C(C(=O)Nc2ccccc2Cl)C(c2ccc(N(C)C)cc2)NC(=O)N1 (centres undefined)
7) Cc1ccc(NC(=O)CCNS(=O)(=O)c2ccc3c(c2)oc(=O)n3C)c(C)c1
8) CCC1(CC)NC(=O)N(CC(=O)OCn2nnc3ccccc3c2=O)C1=O
9) COc1ccc(S(=O)(=O)Nc2c(C)n(C)n(-c3ccccc3)c2=O)cc1
10) O=C(Cc1ccc(-n2cccc2)cc1)N1CCc2ccccc21

Compound,6,7,8,9,10
HER2 expr 66K,92,92,85,150,95
HTR1E antagonist,-3,-9,6,-2,8
M1 antagonist,0.017,-0.78,-0.25,2.3*,-0.013
S1P3 ag,-0.8,0.3,0.5,-0.8,-0.2
Jurkat tox 60K,-7,3,6,7,-9
S1P1 ag pot,-7,-2,-6,-8,3
HTR1E agonist,0.3,0.0,-0.2,-1.6,-0.3
HEK293 NFkB inh,6,20,8,19,4
M1 agonist,-1,0.68,-0.78,0.056,-0.28

Results in sequence from above:
S1P3 ag, compounds 6 to 10, in order: -0.8, 0.3, 0.5, -0.8, -0.2

Next section.
11) Nc1nc2ccc(N3CCOCC3)cc2s1
12) CCOc1c(Br)cc(C2NS(=O)(=O)N=C3CCCCCN32)cc1OC (centres undefined)
13) Cc1ccc(C)c2[nH]c(=O)c(CN(Cc3nnnn3C3CCCCC3)CC3CCCO3)cc12 (centres undefined)
14) CS(=O)(=O)N1CCN(C(=O)Cc2ccccc2)CC1
15) Cc1cc(C)c2c(n1)nn1c(NCCOCCO)cc(C)nc21

Compound,11,12,13,14,15
HER2 expr 66K,94,106,66,88,94
HTR1E antagonist,4,-11,-6,-4,0
M1 antagonist,-0.29,-0.42,-0.19,0.41,0.49
S1P3 ag,-0.3,0.8,0.5,-1.3,-0.7
Jurkat tox 60K,0,1,-5,-7,-7
S1P1 ag pot,-1,-14,2,-18,-8
HTR1E agonist,-0.5,-0.1,1.6,-0.6,3.0
HEK293 NFkB inh,-13,8,1,6,-2
M1 agonist,-0.26,0.14,0.68,1.2,-1.4

16) CCOC(=O)C1CCN(C(=O)COC(=O)COc2ccccc2OC)CC1
17) Nc1cc(S(=O)(=O)C(F)(F)F)ccc1C(=O)O
18) Cn1nc(-c2ccc(Cl)cc2)c2cc(C(=O)NCCCN3CCCC3)sc21
19) Cn1c(=O)n(-c2cccc(Cl)c2)c(=O)n1C
20) COc1cccc(-c2cc(C(=O)N3CCCc4ccccc43)no2)c1

Compound,16,17,18,19,20
HER2 expr 66K,122,83,78,104,71
HTR1E antagonist,-9,-2,-15,-9,4
M1 antagonist,0.26,.,-1.7,-0.023,-0.73
S1P3 ag,1.5,-1.3,0.0,-0.8,-1.7
Jurkat tox 60K,-5,1,6,-12,-11
S1P1 ag pot,5,6,-53,-18,12
HTR1E agonist,-0.2,2.7,1.3,-0.9,1.1
HEK293 NFkB inh,-8,2,11,22,-3
M1 agonist,0.017,.,-0.6,-0.62,-0.21

21) CN(Cc1ccccc1)C(=O)CCNC(=O)Cn1cnc2ccccc2c1=O
22) CC(C)CCn1c(CN2CCN(Cc3ccccc3)CC2)nc2c1c(=O)n(C)c(=O)n2C
23) O=C(NCC1CCCO1)C1CCN(S(=O)(=O)c2cccc3nonc23)CC1 (centres undefined)
24) Cc1cccc(-c2nc(CS(=O)CC(=O)NCCCSC3CCCCC3)c(C)o2)c1 (centres undefined)
25) CC(=O)NCCc1ccc(S(=O)(=O)Nc2cccnc2)cc1

Compound,21,22,23,24,25
HER2 expr 66K,96,89,100,103,.
HTR1E antagonist,3,3,-6,-14,4
M1 antagonist,.,-0.63,0.69,-0.38,-0.77
S1P3 ag,-0.7,-0.9,.,-0.3,-0.3
Jurkat tox 60K,8,-2,.,1,-6
S1P1 ag pot,-30,-24,.,13,-10
HTR1E agonist,-0.2,-0.2,-0.2,-0.8,-1.3
HEK293 NFkB inh,23,10,8,6,11
M1 agonist,.,-0.3,-0.85,-1.4,-0.34

26) COc1c(C)cc(Br)cc1C(=O)Nc1cccc(-c2nc3ncccc3o2)c1
27) C#CC(C)(CC)NC(=O)Cn1nnc(-c2ccc(S(C)(=O)=O)cc2)n1 (centres undefined)
28) CC1(C)CC(N(Cc2ccco2)C(=O)Cc2ccccc2)CCO1 (centres undefined)
29) O=C(CSc1nncs1)N1c2ccccc2Sc2ccccc21
30) COc1cc2c(cc1OC)C1Cc3ccc(OC)c(OC)c3CN1CC2 (centres undefined)

Compound,26,27,28,29,30
HER2 expr 66K,84,80,60,92,125
HTR1E antagonist,14,-6,-3,17,2
M1 antagonist,-1.2,-0.32,0.13,-0.54,-0.33
S1P3 ag,-0.3,-0.3,-1.5,-1.8,-1.2
Jurkat tox 60K,-4,-3,.,4,0
S1P1 ag pot,-18,2,-12,14,2
HTR1E agonist,0.3,-0.5,0.2,0.1,8.1
HEK293 NFkB inh,10,0,.,26,10
M1 agonist,0.8,-1.2,0.5,-0.89,-0.023

Among those listed so far, 2 have an aryl thioether with sulfur outside any ring.
2) CSc1ccc(S(=O)(=O)Nc2ccc3c(c2)OCCO3)cc1
29) O=C(CSc1nncs1)N1c2ccccc2Sc2ccccc21

Compound,2,29
HER2 expr 66K,86,92
HTR1E antagonist,9,17
M1 antagonist,-0.34,-0.54
S1P3 ag,-0.3,-1.8
Jurkat tox 60K,8,4
S1P1 ag pot,69,14
HTR1E agonist,1.3,0.1
HEK293 NFkB inh,16,26
M1 agonist,2.5,-0.89

Next part.
31) COc1ccc(NC(=O)NCCCN2CCCC2=O)cc1
32) CCOC(=O)c1[nH]c(C)c(C(=O)NCCN2CCOCC2)c1C
33) CCC(=O)c1ccccc1OCCCN1C(=O)NC(C)(C)C1=O
34) COC(=O)c1ccc(CSc2nnc(Nc3ccccc3OC)s2)o1
35) O=c1[nH]cnc2scc(-c3ccc(F)cc3)c12

Compound,31,32,33,34,35
HER2 expr 66K,107,91,98,86,146
HTR1E antagonist,-3,0,-5,2,5
M1 antagonist,0.023,-0.015,0.94,0.67,-1.1
S1P3 ag,-1.1,-0.3,-0.7,-0.2,-0.9
Jurkat tox 60K,-2,-1,-2,-1,8
S1P1 ag pot,0,4,.,-4,.
HTR1E agonist,-1.0,0.6,0.7,0.4,-0.5
HEK293 NFkB inh,14,11,16,14,11
M1 agonist,-1.1,0.026,0.31,-0.00041,-1.9

36) N[C@@H](Cc1ccccc1)c1nnc(SCc2ccccc2F)o1
37) CC(NC(=O)NC12CC3CC(CC(C3)C1)C2)C1CCCO1 (centres undefined)
38) CC(OC(=O)c1cccs1)C(=O)NCc1ccccc1 (centres undefined)
39) COc1ccc(Cl)cc1S(=O)(=O)Nc1cccc(C(=O)O)c1
40) Cc1cc(C(=O)O)c(CSc2ncn[nH]2)o1

Compound,36,37,38,39,40
HER2 expr 66K,125,125,79,112,83
HTR1E antagonist,-1,4,-4,1,-14
M1 antagonist,0.013,-0.15,0.16,0.0024,0.74
S1P3 ag,.,0.1,0.2,-0.8,-1.6
Jurkat tox 60K,.,2,0,12,.
S1P1 ag pot,.,-2,6,-10,-5
HTR1E agonist,0.1,-0.5,0.0,-0.6,-0.5
HEK293 NFkB inh,11,7,5,8,.
M1 agonist,-1.4,1.5,-0.76,-1.1,-0.81

41) C=CCn1c(NC(=O)c2ccccc2Cl)c(C#N)c2nc3ccccc3nc21
42) Cc1ccc(Cl)cc1NC(=O)CSc1nnc(C)n1-c1ccccc1
43) Cc1ccnc(N2C(=O)c3ccccc3C2Nc2ccc3c(c2)OCCO3)c1 (centres undefined)
44) COC(=O)CN1C(=O)CSc2ncccc21
45) CCn1c(SCC(=O)Nc2sc(C)c(C)c2C#N)nnc1C(C)C

Compound,41,42,43,44,45
HER2 expr 66K,33,72,97,106,88
HTR1E antagonist,12,5,5,-8,-7
M1 antagonist,-0.97,0.42,-0.17,-0.76,-0.0057
S1P3 ag,1.7,-0.3,0.3,0.0,0.5
Jurkat tox 60K,12,-1,-7,0,-4
S1P1 ag pot,-10,-4,-15,-17,-10
HTR1E agonist,4.0,0.1,-0.1,1.4,0.6
HEK293 NFkB inh,12,16,16,11,-4
M1 agonist,6.8*,0.86,0.023,-0.19,-0.42

46) CCCSc1nc2c(cnn2-c2ccc(C)c(C)c2)c(=O)[nH]1
47) Cc1cc(N2CCC(N(C)C3CCCC3)CC2)nc2cc(O)ccc12
48) C=CCn1c(SCC(=O)c2ccc(CNC(C)=O)o2)nc2scc(C3CC3)c2c1=O
49) Cc1c(N=Cc2ccncc2)c(=O)n(-c2ccccc2)n1C

Compound,46,47,48,49
HER2 expr 66K,98,94,57,95
HTR1E antagonist,7,3,17,6
M1 antagonist,-0.27,-0.69*,-0.4,-1.9
S1P3 ag,0.7,-0.1,-0.1,0.9
Jurkat tox 60K,-5,2,10,-4
S1P1 ag pot,-38,0,-11,5
HTR1E agonist,3.8,-0.3,1.2,-0.9
HEK293 NFkB inh,5,16,19,8
M1 agonist,0.83,-0.48,0.13,0.36
